Tau fibril FP = qHTS for Inhibitors of Tau Fibril Formation, Fluorescence Polarization; K18 P301L tau heparin fibrillization, Alexa594 FP, 6 h; Potency, µM (doses to about 57.7 µM), inactives show top-dose activity, negative = inhibition, hits mostly inhibitors; actives 0.39% (n = 280,000); AID 1468, 2008; note: % is set by controls: 0 for no effect and ±100 for the full control effect; nearly all actives have a fitted effect of over 55% in size
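Human K18 P301L fragment (15 uM unlabeled plus 0.24 uM Alexa 594-labeled) in 100 mM sodium acetate pH 7 with compound, aggregation induced by 20 uM heparin for 6 hr at 37 C. ThT (30 uM) added for 1 hr, then Alexa 594 FP read.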
Tau fluor cs = Counterscreen qHTS for Inhibitors of Tau Fibril Formation, Fluorescence Polarization | tau K18 P301L Alexa594 fluorescence, heparin fibrillization | Potency, µM (top dose mostly 57.7 µM), for the others: top-dose activity change, negative = decrease | actives 0.93% (n = 280,000) | AID 1463, 2008; note: % is set by controls: 0 for no effect and ±100 for the full control effect; nearly all actives have a fitted effect of over 55% in size
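Human tau K18 P301L (15 uM unlabeled, 0.24 uM Alexa 594-labeled) in 100 mM sodium acetate pH 7 with 20 uM heparin, 6 hr at 37 C. ThT 30 uM added, 1 hr ambient; Alexa 594 FP and total fluorescence read at 555/632 nm.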
TR SRC2 fluor cs = Total Fluorescence Counterscreen for Inhibitors of the Interaction of Thyroid Hormone Receptor and Steroid Receptor Coregulator 2. Potency, µM (highest dose often 106 µM), for the others: at the highest dose fluorescence change, negative = quenching. TRb/SRC2 Texas Red total fluorescence interference. actives 0.29% (n = 280,000). AID 1479, 2009; active = well fitted curve in either direction with a large enough effect; inconclusive = small, poorly fitted or top-dose-only effect; note: % is set by controls: 0 for no effect and ±100 for the full control effect
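Human TRβ ligand-binding domain (0.6 uM) and Texas Red SRC2 peptide (20 nM) in Tris buffer with 1 uM T3 and 5% DMSO were incubated with pinned compound for 5 hr at ambient temperature. Total fluorescence was computed as S + 2P (555/632 nm).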
TRb SRC2 PPI = qHTS for Inhibitors of the Interaction of Thyroid Hormone Receptor and Steroid Receptor Coregulator 2; TRbeta-SRC2 peptide binding, fluorescence polarization; receptor liganded with 1 µM T3; Potency, µM (titrated, usually from 106 µM), without a hit: at the top dose activity change, negative = inhibition, most hits filed as inhibitors; actives 0.065% (n = 280,000); AID 1469, 2008;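 note: plate controls were bound peptide for no effect and peptide without receptor for full effect; nearly all actives have a fitted effect of over 50% in size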
Target sequence (P10828 whole entry, looked up): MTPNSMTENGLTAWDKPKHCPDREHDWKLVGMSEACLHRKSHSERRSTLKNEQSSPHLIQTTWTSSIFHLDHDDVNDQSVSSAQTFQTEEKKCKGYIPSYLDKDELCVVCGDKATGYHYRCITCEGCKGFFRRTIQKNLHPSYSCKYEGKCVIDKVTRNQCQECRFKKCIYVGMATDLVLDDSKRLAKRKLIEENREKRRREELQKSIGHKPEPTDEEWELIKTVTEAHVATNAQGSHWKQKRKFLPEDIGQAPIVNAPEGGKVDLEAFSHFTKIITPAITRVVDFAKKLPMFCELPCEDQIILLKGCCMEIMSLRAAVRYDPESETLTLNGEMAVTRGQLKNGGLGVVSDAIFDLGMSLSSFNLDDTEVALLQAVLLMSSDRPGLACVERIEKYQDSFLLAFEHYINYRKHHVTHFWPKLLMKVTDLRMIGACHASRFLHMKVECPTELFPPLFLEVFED
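Compounds were added to 0.6 uM TRb ligand-binding domain and 20 nM Texas Red-labeled SRC2 peptide in Tris buffer containing 1 uM T3, incubated 5 hr at ambient temperature, then read by fluorescence polarization.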
RECQ1 inh = qHTS Assay for Inhibitors of RecQ-Like Dna Helicase 1 (RECQ1); ATP-dependent DNA helicase Q1 (Homo sapiens), P46063; RECQ1 DNA unwinding, red fluorescence kinetic read; Potency, µM (titrated, usually from 57.3 µM), without a hit: at the top dose activity, negative = inhibition, actives largely listed as inhibitors; actives 0.54% (n = 240,000); AID 2549, 2010;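 note: plate controls were vehicle for no effect and no enzyme for full effect; nearly all actives have a fitted effect of over 30% in size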
Target sequence (P46063 whole entry, looked up): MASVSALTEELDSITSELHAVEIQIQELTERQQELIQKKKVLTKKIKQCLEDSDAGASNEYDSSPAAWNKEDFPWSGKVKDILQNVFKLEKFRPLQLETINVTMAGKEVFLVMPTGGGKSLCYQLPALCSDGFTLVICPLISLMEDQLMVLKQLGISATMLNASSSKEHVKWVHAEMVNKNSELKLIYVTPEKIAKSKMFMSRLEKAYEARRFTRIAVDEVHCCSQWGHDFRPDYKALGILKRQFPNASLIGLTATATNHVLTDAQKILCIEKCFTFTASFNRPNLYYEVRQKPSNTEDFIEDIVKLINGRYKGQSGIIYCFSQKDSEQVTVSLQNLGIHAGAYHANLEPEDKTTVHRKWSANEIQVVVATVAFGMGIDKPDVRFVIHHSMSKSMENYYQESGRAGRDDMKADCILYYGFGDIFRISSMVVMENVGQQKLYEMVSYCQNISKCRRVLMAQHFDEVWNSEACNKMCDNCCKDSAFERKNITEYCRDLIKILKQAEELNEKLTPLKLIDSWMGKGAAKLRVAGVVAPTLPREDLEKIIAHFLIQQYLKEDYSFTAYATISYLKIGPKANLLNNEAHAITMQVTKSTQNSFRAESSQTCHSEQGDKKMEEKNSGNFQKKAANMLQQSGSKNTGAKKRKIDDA
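RECQ1T1 50 nM; forked duplex (20 bp + 30-nt ss tails) 200 nM, ATP 2 mM final; pH 8.0, 2 mM MgCl2, 2.5 ug/ml poly(dI-dC); 15 min compound preincubation; discontinuous kinetic read over 2 h at RT.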
HTT cytoprotect = qHTS Multiplex Assay to Identify Dual Action Probes in a Cell Model of Huntington: Cytoprotection (ATP); actives 0.14% (n = 230,000); PC12 HTT-Q103 induced, cytoprotection, ATP luminescence, 40 h; Potency, µM (highest dose often 56.4 µM), for the others: cytoprotection (ATP increase), usual class: activators;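 note: % of control where 0% means no effect; nearly all actives have a fitted effect of over 45% in size; toxic huntingtin expression switched on by the ecdysone agonist tebufenozide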
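PC12 cells stably carrying ecdysone-inducible Htt exon 1 (Q103)–GFP were induced with 100 nM tebufenozide (final) alongside library compounds in a dose series. Cytoprotection was scored as retained ATP by ATPlite luminescence.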
L3MBTL1 block = qHTS Assay for the Inhibitors of L3MBTL1 | AlphaScreen L3MBTL1–H3K9me1 peptide binding | Lethal(3)malignant brain tumor-like protein 1 (Homo sapiens), Q9Y468 | actives 0.66% (n = 230,000) | Potency, µM (titrated, usually from 57.1 µM), inactives show at the highest dose activity, negative = inhibition, hits mostly inhibitors | AID 485360, 2010; note: % is set by controls: 0 for no effect and ±100 for the full control effect; nearly all actives have a fitted effect of over 60% in size
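AlphaScreen proximity signal between nickel-chelate acceptor and streptavidin donor beads (final 10 ug/mL) reports binding of 50 nM L3MBTL1 to 75 nM biotin-H3 K9me1 peptide; complex incubated with compounds 30 min at room temperature; cefsulodin titration as control.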
Tau fibril ThT = qHTS for Inhibitors of Tau Fibril Formation, Thioflavin T Binding; Microtubule-associated protein tau (Homo sapiens), P10636; recombinant tau K18 P301L, heparin-induced fibrillization, ThT fluorescence; Potency, µM (doses to about 57.4 µM), for inactives: at the highest dose activity, negative = inhibition, most hits filed as inhibitors; actives 2.1% (n = 270,000); AID 1460, 2008; note: % is set by controls: 0 for no effect and ±100 for the full control effect; nearly all actives have a fitted effect of over 55% in size
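ThT emission at 510 nm, taken 1 hr after adding 30 uM dye, quantifies aggregates formed when 20 uM heparin acts on human tau K18 P301L for 6 hr at 37 C.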
* marks the source's active call; other numbers are inactive results; i = inactive; ? = inconclusive; . = not tested or not shown; [ ] = another dose, or the depositor's remark. Unless noted, calls come from the whole dose curve; as a rule, active = well fitted curve in the direction sought with a large enough effect; inconclusive = small, poorly fitted or top-dose-only effect, or another doubt; inactive = no such curve, though single readings can be large; an effect the other way counts as inactive or inconclusive. Potency is the fitted concentration of half-maximal effect. Some of the compounds tested, so the mix of outcomes need not match the whole.

Results follow in this order: Tau fibril FP	Tau fluor cs	TR SRC2 fluor cs	TRb SRC2 PPI	RECQ1 inh	HTT cytoprotect	L3MBTL1 block	Tau fibril ThT
COC(=O)C(NS(=O)(=O)c1ccc(F)cc1)c1ccccc1 (configuration not stated)
  4%	3%	-4%	-3%	i	?	4%[11.4 µM]	0%
CCOC(=O)C1=C(N)N2C(=O)C(C)SC2=C(C(=O)OC)C1c1cccc(OC)c1 (configuration not stated)
  3%	-22%	0%	-4%	0%	-22%	.	-17%
Cn1c(=O)c(=O)n(C)c2cc(S(=O)(=O)Nc3ccc(OC(F)(F)F)cc3)ccc21
  -2%	-7%	-5%	-3%	-4%	-13%	.	-9%
Cc1ccc(NC(=O)Nc2cccs2)nc1
  -1%	-20%	-8%	-3%	i	-20%	.	2%
CCCCCCNC(=O)CCCCCNS(=O)(=O)c1ccc(OC)cc1
  4%	-11%	-7%	4%	0%	.	10%	-8%
CCCN(C(=O)Cn1cnc2onc(-c3ccc(F)cc3)c2c1=O)c1cccc(Cl)c1
  -14%	-11%	178µM*[quencher]	-16%	.	.	.	6%
Cc1ccc(Cl)cc1N1CCN(CC(=O)Nc2ccc(CN3CCCCC3)cc2)CC1
  11%	-3%	-7%	0%	i	-22%[10 µM]	10%	-12%
CN1CCN(C2=NC(=O)/C(=C/c3cn[nH]c3-c3ccccc3)S2)CC1
  -2%	-6%	-2%	0%	-2%	44%[10 µM]	1%	-2%
CCn1c(SCC(=O)OC(C)C)nnc1-c1cccc(Cl)c1
  -11%	-17%	1%	3%	i	-2%	5%	-10%
Cn1c(NCCCO)nc2c1c(=O)n(Cc1cccc(F)c1)c(=O)n2C
  1%	-28%	-1%	1%	.	.	.	-17%
CC(=O)Nc1ccc(SC[C@H](CC(C)C)N2CCN(CC(C)C)CCC2=O)cc1
  2%	5%	-2%	-9%	i	3%[10 µM]	.	-4%
COc1ccc(CNc2nc3ccccc3n2Cc2ccc(Cl)cc2)cc1OC
  11%	-18%	0%	-3%	-7%	20%[10 µM]	0%	-7%
CC(C)c1ccc(C(=O)N(c2ccccn2)C(C)c2ccco2)cc1 (configuration not stated)
  -4%	-11%	-2%	-1%	-10%	-14%	-6%	-19%
O=C(Nc1ccc(-c2nc3ccccc3o2)cc1)c1cccnc1
  -4%	-17%	-2%	-5%	-2%	-46%[inhibitor]	-1%	8%
O=C(Nc1cccn(Cc2c(Cl)cccc2Cl)c1=O)c1c(Cl)cccc1Cl
  -2%	-13%	-2%	3%	-2%	-63%[inhibitor]	-2%	-5%
CC(C)(C)Cn1c(=O)[nH]c(=O)c2cc([N+](=O)[O-])cnc21
  -10%	-3%	-2%	1%	4%	.	1%	0%
Cc1cc2nnc(SCC(=O)N3C(C)CCCC3C)n2c(N)n1 (configuration not stated)
  -15%	-5%	-1%	-10%	-2%	5%	.	-9%
Cc1nc(N=C(N)N)nc2c(C)cccc12
  -2%	-4%	1%	2%	1%	-31%	.	3%
COCCn1c(SC2CCCCC2=O)nnc1-c1ccncc1 (configuration not stated)
  -5%	-3%	-2%	3%	-6%	10%	3%	0%
CC(=O)Nc1ccc(NC(=O)C(NS(=O)(=O)c2ccc(Br)s2)c2ccccc2)cc1 (configuration not stated)
  -18%	-22%	0%	-2%	.	.	.	-9%
Cc1nc(S(=O)(=O)Cc2ccc(Cl)cc2)nc2c1CCC2
  3%	2%	0%	6%	20%	-23%	-15%	2%
CCOc1ccc(CNc2ccc(N3CCOCC3)c(C(=O)O)c2)cc1
  7%	2%	-3%	-3%	-14%	10%[10 µM]	-4%	-10%
Cc1ccc(C(=O)/C=C/N(C)C)cn1
  2%	3%	0%	-1%	-10%	-4%[10 µM]	6%	-5%
CCc1cccc(NC(=O)Cn2c(=O)n(CCC(=O)NCC3CCCO3)c(=O)c3cc(OC)c(OC)cc32)c1 (configuration not stated)
  -6%	-24%	-1%	-3%	.	.	.	-6%
O=C(Cc1cccs1)NC(c1ccccc1)c1ccccc1
  4%	-2%	-2%	-1%	-8%	3%[10 µM]	1%	-2%
CCc1ccc(OCC(=O)Nc2ncn[nH]2)cc1
  3%	-3%	0%	-6%	-5%	.	-19%	0%
CCCNC(=O)c1c(NC(=O)c2ccccc2)sc2c1CCC(C(C)(C)C)C2 (configuration not stated)
  5%	-10%	-2%	6%	.	.	.	-7%
COc1ccc(Nc2nc(N3CCCC3)c3ccccc3n2)cc1
  7%	?	-7%	-9%	-20%	-70%[inhibitor]	.	-16%
O=C(NC1CCCCC1)C1CCCN(S(=O)(=O)c2cccs2)C1 (configuration not stated)
  1%	7%	-3%	1%	i	-18%	10%	7%
Oc1c(C(c2ccccc2Cl)N2CCOCC2)sc2nc(-c3ccco3)nn12 (configuration not stated)
  -9%	-5%	-2%	-8%	.	.	.	-12%
N/C(=N\OC(=O)CCC1CCCC1)c1ccccc1
  -6%	-4%	-1%	-5%	i	-6%	27%	-4%
COC(=O)c1ccc(C(NC(=O)OCc2ccccc2)/C(I)=C/[C@@H](C)C(=O)Nc2ccccc2)cc1 (some centres not stated)
  -3%	?	-3%	0%	-7%	-3%	.	?
CC(=O)OC1CC2C(C)(C)C(O)CCC2(C)C2CC[C@]3(C)C(=CC(=O)OC3c3ccoc3)C12C (some centres not stated)
  -1%	-7%	-1%	-2%	-4%	-45%	.	-4%
CN(C)c1ccc(/C=N/NC(=O)c2nnn(-c3nonc3N)c2COc2ccc(F)cc2)cc1
  3%	5%	-5%	-4%	i	3%[10 µM]	.	.
O=C(CCc1ccc(S(=O)(=O)N2CCOCC2)cc1)NN=C1CCCCCCC1
  7%	2%	6%	2%	-1%	-6%[10 µM]	6%	-1%
CN1CC(c2ccc(C#N)cc2)C2(COc3ccccc3C2=O)C12C(=O)Nc1ccccc12 (configuration not stated)
  4%	-16%	0%	2%	-14%	-24%	-7%	-15%
O=C(Cc1ccccc1[N+](=O)[O-])NCc1ccc(Cl)cc1Cl
  9%	5%	-5%	-10%	1%	-24%[10 µM]	-7%	16%
CCOC(=O)c1noc2ncn(CC(=O)O)c(=O)c12
  -4%	2%	-1%	0%	.	.	.	5%
Cc1n[nH]c(C)c1NC(=O)c1cc([N+](=O)[O-])ccc1Cl
  -8%	-6%	0%	-5%	0%	-11%	.	-7%
Cc1cc(NC(=O)CN2C(=O)c3cccnc3Sc3ccccc32)ccc1Br
  6%	-30%	-9%	-2%	.	.	.	-12%
O=C(CSc1n[nH]c(=O)[nH]c1=O)N/N=C/c1ccccc1
  2%	5%	-3%	1%	-1%	.	1%	6%
O=S1(=O)C=C(N2CCCCC2)c2ccccc21
  -3%	-6%	5%	1%	-7%	-5%[10 µM]	-6%	?
CC1(C)Cc2ccccc2C(N)=C1C#N
  11%	-3%	1%	-13%	-2%	0%[10 µM]	.	1%
C=CCn1c(NCc2cc(C)ccc2O)nc2ccccc21
  -6%	-26%	0%	-2%	-13%	-8%	.	-11%
Cc1c(C(=O)c2ccccc2)oc2ccc3ccccc3c12
  -11%	-24%	5%	-2%	i	-19%[10 µM]	45%[activator]	-21%
CCN(CC)Cc1c(O)ccc2c(-c3ccccc3)cc(=O)oc12
  11%	-2%	-6%	-4%	i	-1%	4%	-4%
Nc1c(-c2ccccc2)c(CSc2nc3ccccc3[nH]2)nn1-c1cccc(C(=O)O)c1
  -2%	-8%	-1%	5%	i	-27%	-3%	-5%
COc1ccc(-n2ccnc2SCC(=O)Nc2ccc(F)cc2F)cc1
  -2%	-20%	-2%	-4%	.	.	.	-10%
COC(=O)[C@H](C)NC(=O)Nc1cc(OC)ccc1OC
  8%	4%	-1%	-10%	-7%	13%[10 µM]	-9%	-7%
Clc1ccc(-c2nnc(-c3ccccc3)nc2-c2c[nH]c3ccccc23)cc1
  -11%	-1%	-2%	-2%	i	.	3%	11%
Cc1nn(CC(=O)N2CCN(c3cccc(Cl)c3)CC2)c(=O)c2c1sc1ccccc12
  -6%	-12%	-1%	5%	.	.	.	-6%
COc1cccc(-n2c(SCC(=O)Nc3sc4c(c3C(N)=O)CCC4)nc3ccccc3c2=O)c1
  -11%	-25%	1%	-22%	-15%	1%	-4%	-10%
CCOc1ccccc1NC(=O)CCCc1nc(-c2ccccc2Cl)no1
  -12%	-22%	-23%	7%	.	.	.	-16%

Given as a markdown table: entries from further up.
| Molecule | Tau fibril FP | Tau fluor cs | TR SRC2 fluor cs | TRb SRC2 PPI | RECQ1 inh | HTT cytoprotect | L3MBTL1 block | Tau fibril ThT |
| --- | --- | --- | --- | --- | --- | --- | --- | --- |
| CCn1c(SCC(=O)OC(C)C)nnc1-c1cccc(Cl)c1 | -11% | -17% | 1% | 3% | i | -2% | 5% | -10% |
| O=C(CSc1n[nH]c(=O)[nH]c1=O)N/N=C/c1ccccc1 | 2% | 5% | -3% | 1% | -1% | . | 1% | 6% |
| CN1CCN(C2=NC(=O)/C(=C/c3cn[nH]c3-c3ccccc3)S2)CC1 | -2% | -6% | -2% | 0% | -2% | 44%[10 µM] | 1% | -2% |

Compound activity: PubChem, National Center for Advancing Translational Sciences (NCATS)
